Screening results from PubChem BioAssay.
TexasRed fluor = Total Fluorescence Counterscreen for Inhibitors of the Interaction of Thyroid Hormone Receptor and Steroid Receptor Coregulator 2. TRb/SRC2 Texas Red total fluorescence interference. Potency, µM (doses to about 106 µM), without a hit: top-dose fluorescence change, negative = quenching. 0.29% of 280,000 active. AID 1479, 2009; active = well fitted curve in either direction with a large enough effect; inconclusive = small, poorly fitted or top-dose-only effect
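Human TRb ligand-binding domain at 0.6 uM with 20 nM Texas Red SRC2 peptide in Tris buffer containing 1 uM T3 and 5% DMSO, incubated with compound 5 h at ambient temperature. Total fluorescence (555/632 nm) calculated as parallel + 2 × perpendicular.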
L3MBTL1 block = qHTS Assay for the Inhibitors of L3MBTL1; Potency, µM (top dose mostly 57.1 µM), without a hit: at the highest dose activity, negative = inhibition, most hits filed as inhibitors; Lethal(3)malignant brain tumor-like protein 1 (Homo sapiens), Q9Y468; AlphaScreen L3MBTL1–H3K9me1 peptide binding; 0.66% of 230,000 active; also: nearly all actives have a fitted effect of over 60% in size
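First, the protein-peptide complex forms for 30 min at room temperature (L3MBTL1 50 nM, biotinylated H3K9me1 peptide 75 nM). Next, compounds are pin-transferred and incubated 30 min. Finally, AlphaScreen beads are added and read after 30 min.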
Tau ThT inhib = qHTS for Inhibitors of Tau Fibril Formation, Thioflavin T Binding; Potency, µM (series often up to 57.4 µM), for the others: at the top dose activity, negative = inhibition, usual class: inhibitors; AID 1460, 2008; recombinant tau K18 P301L, heparin-induced fibrillization, ThT fluorescence; 2.1% of 270,000 active; also: nearly all actives have a fitted effect of over 55% in size
Target sequence (P10636 561-689 P618L limits assumed): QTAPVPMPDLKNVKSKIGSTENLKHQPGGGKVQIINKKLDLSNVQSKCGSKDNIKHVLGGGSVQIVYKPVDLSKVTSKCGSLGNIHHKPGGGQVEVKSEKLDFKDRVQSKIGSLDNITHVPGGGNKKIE
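Recombinant human tau K18 fragment […] carrying P301L, 15 uM unlabeled plus 0.24 uM Alexa 594-labeled, was fibrillized with 20 uM heparin in 100 mM sodium acetate pH 7 for 6 hr at 37 C; 30 uM ThT fluorescence read after 1 hr.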
ALDH1A1 block = qHTS Assay for Inhibitors of Aldehyde Dehydrogenase 1 (ALDH1A1); Purified ALDH1A1, NADH fluorescence, propionaldehyde substrate; Potency, µM (highest dose often 75.3 µM), for the others: at the top dose activity, negative = inhibition, hits mostly inhibitors; 7.3% of 220,000 active; active = well fitted inhibition curve with a large enough effect, not every such curve was filed as active; inconclusive = small, poorly fitted or top-dose-only effect, or another doubt; inactive = no such curve, though single readings can be large or run the other way;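 also: plate controls were no enzyme wells and a reference inhibitor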
Target sequence (P00352 whole entry, looked up): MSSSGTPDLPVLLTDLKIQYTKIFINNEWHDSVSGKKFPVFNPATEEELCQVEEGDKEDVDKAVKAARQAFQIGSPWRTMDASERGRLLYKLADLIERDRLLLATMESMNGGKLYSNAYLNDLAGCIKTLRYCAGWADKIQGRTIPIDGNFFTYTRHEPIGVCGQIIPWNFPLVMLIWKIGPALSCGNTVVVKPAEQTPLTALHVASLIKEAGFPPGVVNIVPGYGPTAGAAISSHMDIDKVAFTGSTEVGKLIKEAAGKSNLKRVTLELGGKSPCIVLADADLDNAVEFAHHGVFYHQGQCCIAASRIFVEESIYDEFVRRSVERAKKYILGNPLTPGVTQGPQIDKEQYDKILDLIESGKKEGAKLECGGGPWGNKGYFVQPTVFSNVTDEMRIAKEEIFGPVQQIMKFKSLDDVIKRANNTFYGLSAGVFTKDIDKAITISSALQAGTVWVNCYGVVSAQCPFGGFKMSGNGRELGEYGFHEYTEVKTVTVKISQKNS
TRb SRC2 PPI = qHTS for Inhibitors of the Interaction of Thyroid Hormone Receptor and Steroid Receptor Coregulator 2; Potency, µM (titrated, usually from 106 µM), without a hit: at the top dose activity change, negative = inhibition, most hits filed as inhibitors; TRbeta-SRC2 peptide binding, fluorescence polarization; receptor liganded with 1 µM T3; 0.065% of 280,000 active; Thyroid hormone receptor beta (Homo sapiens), P10828;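 also: plate controls were bound peptide for no effect and peptide without receptor for full effect; nearly all actives have a fitted effect of over 50% in size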
Target sequence (P10828 whole entry, looked up): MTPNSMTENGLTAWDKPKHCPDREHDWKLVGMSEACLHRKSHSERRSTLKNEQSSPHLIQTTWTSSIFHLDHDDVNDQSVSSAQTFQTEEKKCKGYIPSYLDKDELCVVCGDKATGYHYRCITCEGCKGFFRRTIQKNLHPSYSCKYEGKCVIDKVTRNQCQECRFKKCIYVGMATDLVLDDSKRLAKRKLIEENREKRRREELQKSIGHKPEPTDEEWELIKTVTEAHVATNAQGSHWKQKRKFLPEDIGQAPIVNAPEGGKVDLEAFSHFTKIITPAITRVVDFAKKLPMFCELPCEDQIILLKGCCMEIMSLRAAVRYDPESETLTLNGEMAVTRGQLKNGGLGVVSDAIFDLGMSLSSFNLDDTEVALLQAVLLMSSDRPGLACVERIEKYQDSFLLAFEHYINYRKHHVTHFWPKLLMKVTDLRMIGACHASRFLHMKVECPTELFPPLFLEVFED
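Compounds were added to 0.6 uM TRb ligand-binding domain and 20 nM Texas Red-labeled SRC2 peptide in Tris buffer containing 1 uM T3, incubated 5 hr at ambient temperature, then read by fluorescence polarization.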
Tau fluor counter = Counterscreen qHTS for Inhibitors of Tau Fibril Formation, Fluorescence Polarization; 0.93% of 280,000 active; Potency, µM (doses to about 57.7 µM), for the others: at the highest dose activity change, negative = decrease; tau K18 P301L (four-repeat tau fragment) Alexa594 fluorescence, heparin fibrillization; also: nearly all actives have a fitted effect of over 55% in size
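Human K18 P301L tau (15 uM unlabeled plus 0.24 uM Alexa 594-labeled, final) in 100 mM sodium acetate pH 7 was mixed with compound and 20 uM heparin and incubated 6 hr at 37 C.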
GLA spleen mod = qHTS Assay for Inhibitors and Activators of Human alpha-Galactosidase From Spleen Homogenate. Alpha-galactosidase A (Homo sapiens), P06280. AID 2107, 2009. 0.008% of 240,000 active. Potency, µM (doses to about 80 µM), inactives show top-dose activity change, negative = inhibition, usual class: inhibitors. human spleen homogenate, 4MU-alpha-Gal fluorescence, 40 min;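 also: 0% = enzyme with vehicle and -100% = no enzyme basal signal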
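Inhibition or activation of alpha-galactosidase in human spleen homogenate is scored by 4-MU fluorescence after 40 min at 37C, pH 5.0, with 1 mM substrate. AC50s come from concentration-response fitted to the Hill equation.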
Tau FP inhib = qHTS for Inhibitors of Tau Fibril Formation, Fluorescence Polarization | Microtubule-associated protein tau (Homo sapiens), P10636 | K18 P301L tau heparin fibrillization, Alexa594 FP, 6 h | Potency, µM (titrated, usually from 57.7 µM), without a hit: at the highest dose activity, negative = inhibition, hits mostly inhibitors | 0.39% of 280,000 active | AID 1468, 2008; also: nearly all actives have a fitted effect of over 55% in size
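Human tau K18 […] P301L fragment, 15 uM unlabeled plus 0.24 uM Alexa 594-labeled tau (final), with compound and 20 uM heparin in 100 mM sodium acetate pH 7; 6 hr at 37 C, then Alexa 594 FP read.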
* marks the source's active call; other numbers are inactive results; ? = inconclusive; · = not tested or not shown; & = joins results of further samples; [ ] = another dose, or the depositor's remark. Unless noted, calls follow the shape of the dose curve; as a rule, active = well fitted curve in the direction sought with a large enough effect; inconclusive = small, poorly fitted or top-dose-only effect, or another doubt; inactive = no such curve, though single readings can be large; an effect the other way counts as inactive or inconclusive. Unless noted, % is scaled to controls: 0 for no effect and ±100 for the full control effect; potency is read from the fitted curve at half-maximal effect.

Compound | Tau FP inhib | ALDH1A1 block | TexasRed fluor | Tau fluor counter | L3MBTL1 block | TRb SRC2 PPI | GLA spleen mod | Tau ThT inhib
Cc1ccc2[nH]c(=O)c(COC(=O)C3CCCO3)cc2c1 (stereo unspecified) | 1% | ? | -1% | -4% | -5% | -4% | 15% | -13%
CC[n+]1c(/C=C2/C=C(C)CC(C)(C)C2)sc2ccc(OC)cc21 | ? | 8.9µM* | 4% | -15% | -1% | 10% | 5% | ?
O=c1c(-c2ccc(O)cc2)coc2cc(O)cc(O)c12 | -5%&0%&3%&-4%&9% | -8%&-12%&-6% | -5% | ? | · | 1% | 7%&1%&-9%&-2%&3%&-3% | ?
CCn1cc(C(=O)N2CCCC2)c(=O)c2cc(S(=O)(=O)N(C)C)ccc21 | 8% | 13% | -6% | -12% | · | 2% | -8% | -9%
CC1CCCCN1C(=O)CSc1nnc(Cc2ccccc2)n1C (stereo unspecified) | 7% | 1% | 1% | 3% | -2% | -6% | -7% | 2%
CCN(Cc1ccccc1)C(=O)Cn1c(=O)oc2cc(S(=O)(=O)N3CCCCCC3)ccc21 | 2% | · | -2% | -13% | · | 0% | · | 7%
COc1cccc(NC(=O)CSc2nc3c(c(=O)n2C)SC(C)C3)c1 (stereo unspecified) | -2% | ? | -1% | -6% | 4% | 1% | -6% | -4%
Cc1cc(SC#N)cc(C)c1NC(=O)CCl | -2% | ? | 6% | -5% | -12% | -3% | -8% | -7%
COc1ccc(S(=O)(=O)N2CCC(N3CCN(Cc4ccccc4)CC3)CC2)cc1 | -10% | ? | 2% | -11% | · | -2% | 5% | -10%
COC(=O)CCc1c(C)c(C(=O)c2ccco2)c2ccccn12 | -4% | -12% | 2% | -6% | · | -4% | 2% | -16%
Cn1c(SCc2nnc(-c3ccccc3)o2)nc2ccccc21 | -2% | 13µM* | -3% | -15% | · | 9% | 0% | -15%
CC(C)CC(C(=O)NCc1ccccn1)N1C(=O)c2ccccc2C1=O (stereo unspecified) | 11% | 4% | 3% | 7% | 0% | 1% | 8% | 3%
CCOC(=O)C(CC)Sc1ccc2nnc(-c3cccnc3)n2n1 (stereo unspecified) | 1% | ? | 1% | -2% | · | -6% | -2% | 0%
COc1ccc(C2CC(c3ccccc3)=NN2C(=O)COC(=O)c2cnc(Cl)c(Cl)c2)cc1 (stereo unspecified) | 1% | 11% | -2% | -11% | 0% | -5% | 9% | -10%
O=C(CC(Nc1ccccc1Cl)C(=O)OCC(=O)c1cccs1)c1ccccc1 (stereo unspecified) | -1% | 25µM* | -1% | -24% | -5% | 2% | 5% | -13%
NS(=O)(=O)c1ccc(NC(=S)N2CCN(S(=O)(=O)c3ccc(F)cc3)CC2)cc1 | -1% | ? | 1% | 4% | 0% | 5% | -6% | 9%
Cc1cccc(C)c1OCC(=O)NCC1(N2CCOCC2)CCCCC1 | -1% | · | -34% | 1% | · | -1% | · | 1%
CCO[C@@H]1OC(C(=O)Nc2ccccc2)=C[C@H](c2coc3ccccc3c2=O)[C@H]1CCCO | 3% | ? | 0% | ? | -12% | 4% | 9% | ?
O=C(C1=C(O)C(=O)N(c2ncccn2)C1c1cccs1)c1ccco1 (stereo unspecified) | 0% | ? | -2% | -4% | -24% | 5% | -8% | ?
O=S(=O)(c1ccc(Oc2ccccc2)cc1)N1CCOCC1 | 4% | -4% | 0% | -1% | · | -11% | 2% | 1%
O=C(CCN1C(=O)c2ccccc2C1=O)N1CCC(c2ccccc2)C1 (stereo unspecified) | 1% | -14% | 0% | -3% | · | 8% | -19% | -11%
C/C(=N/N1CCN(Cc2cccc3ccccc23)CC1)c1cccnc1 | 5% | -7% | -1% | -14% | -19% | 2% | -9% | ?
COc1ccccc1C(=O)Nc1nc2ccc(S(=O)(=O)N3CCCC3)cc2s1 | -6% | · | 0% | 0% | · | -5% | · | 4%
Cc1ccc(/C=N/NC(=O)C[n+]2ccccc2)s1 | -11% | 3% | -1% | -16% | -23% | -8% | -6% | -12%

Some of the entries so far, as labelled records:
O=C(C1=C(O)C(=O)N(c2ncccn2)C1c1cccs1)c1ccco1 (stereo unspecified)
  Tau FP inhib = 0%
  ALDH1A1 block = ?
  TexasRed fluor = -2%
  Tau fluor counter = -4%
  L3MBTL1 block = -24%
  TRb SRC2 PPI = 5%
  GLA spleen mod = -8%
  Tau ThT inhib = ?

O=S(=O)(c1ccc(Oc2ccccc2)cc1)N1CCOCC1
  Tau FP inhib = 4%
  ALDH1A1 block = -4%
  TexasRed fluor = 0%
  Tau fluor counter = -1%
  L3MBTL1 block = ·
  TRb SRC2 PPI = -11%
  GLA spleen mod = 2%
  Tau ThT inhib = 1%

O=C(CCN1C(=O)c2ccccc2C1=O)N1CCC(c2ccccc2)C1 (stereo unspecified)
  Tau FP inhib = 1%
  ALDH1A1 block = -14%
  TexasRed fluor = 0%
  Tau fluor counter = -3%
  L3MBTL1 block = ·
  TRb SRC2 PPI = 8%
  GLA spleen mod = -19%
  Tau ThT inhib = -11%

C/C(=N/N1CCN(Cc2cccc3ccccc23)CC1)c1cccnc1
  Tau FP inhib = 5%
  ALDH1A1 block = -7%
  TexasRed fluor = -1%
  Tau fluor counter = -14%
  L3MBTL1 block = -19%
  TRb SRC2 PPI = 2%
  GLA spleen mod = -9%
  Tau ThT inhib = ?

Carrying on:
Compound | Tau FP inhib | ALDH1A1 block | TexasRed fluor | Tau fluor counter | L3MBTL1 block | TRb SRC2 PPI | GLA spleen mod | Tau ThT inhib
Cc1cc([N+](=O)[O-])nn1Cc1ccc(C(=O)N/N=C/c2ccc(N(C)C)cc2)cc1 | ? | · | -6% | ? | -26% | -2% | -10% | ?
COc1ccc(C(=O)OCCN=C2NS(=O)(=O)c3ccccc32)cc1OC | -4% | 15% | -5% | -5% | 2% | -4% | 0% | -4%
Fc1c(CSC(=S)N2CCOCC2)cccc1CSC(=S)N1CCOCC1 | -6% | · | -4% | -19% | 2% | -6% | 4% | 6%
Cc1[nH]c2ccccc2c1SCC(=O)N1CCCCCC1 | 5% | ? | -2% | -10% | 0% | 3% | 3% | -2%
O=C(CSc1ccc(-c2ccccn2)nn1)c1ccccc1 | -6% | 3% | -5% | -14% | · | -3% | -4% | -12%
Cc1cc(C)c(S(=O)(=O)N2CCN(C)CC2)c(C)c1 | -2% | 6% | -3% | 4% | 3% | -9% | -6% | 2%
Cc1cccc(NC(=O)C2CCN(S(=O)(=O)c3ccc(F)cc3)CC2)c1C | 0% | · | -1% | -14% | · | 1% | · | -14%
CC1CC(=O)N(Cc2ccccc2)c2ccccc2N1C=O (stereo unspecified) | -2% | 3% | 0% | 7% | 24%[11.4 µM] | 4% | 0% | 4%
C/[N+]([O-])=C\c1ccc([N+](=O)[O-])o1 | 0% | 3% | -3% | 6% | -24% | -2% | -9% | 3%
COCCCN1C(=O)CC(C(=O)OC)=C1C | -5% | ? | -2% | -8% | · | -11% | 0% | ?
CCn1c(SCC(=O)NCc2ccco2)nc2cccnc21 | -3% | -14% | 2% | -3% | 3% | -3% | -3% | -14%
COCCNC(=O)Cc1ccc(Br)cc1 | -1% | -8% | 1% | 12% | 34%[activator] | -12% | ? | 20%
Cc1nc(-c2coc3cc(OCC(=O)O)ccc3c2=O)cs1 | 9% | ? | -8% | -3% | 6% | 0% | 2% | ?
CCOc1ccccc1-n1c(SCC(=O)N(CC)CC)nnc1-c1ccccn1 | 5% | -8% | 0% | 0% | -5% | -2% | -3% | -6%
O=C(c1ccc(-c2nnc(Nc3cccc(Cl)c3)c3ccccc23)cc1)N1C[C@H]2C[C@H](C1)c1cccc(=O)n1C2 | -21% | -1% | -2% | -27% | -4% | 9% | 0% | -8%
Cc1ccc(S(=O)(=O)NN2C(=O)c3ccccc3NC2c2ccccc2)cc1 (stereo unspecified) | -5% | ? | 0% | -5% | · | 5% | 8% | 2%
O=C(N/N=C/c1cccnc1)c1ccc(CN2c3cccc4cccc(c34)S2(=O)=O)cc1 | -13% | ? | -2% | ? | 2% | 7% | 3% | -12%
CC(=O)N1CCCc2cc(S(=O)(=O)NCCC3=CCCCC3)ccc21 | -6% | 1.8µM* | 1% | -7% | ? | -23% | -17% | -4%
O=C(c1ccc(Br)cc1)N1CCCC(c2nc(-c3cccs3)no2)C1 (stereo unspecified) | -1% | -15% | -1%[53 µM] | -17% | 5% | 7%[53 µM] | 2% | -15%
Fc1ccc(Cn2cc(C(=S)N3CCOCC3)c3ccccc32)cc1 | 5% | · | 1% | ? | · | 1% | -2% | ·
COc1ccc(Cc2nnc(Nc3ccc(C)cc3)o2)cc1OC | 6% | · | -2% | -13% | · | -2% | -3% | ·
O=C(CSc1ncccn1)NCc1ccccc1 | 0% | 18% | 1% | -11% | -2% | 7% | 3% | -10%
CC(=O)Nc1cc(-c2ccccc2)nn1Cc1cccc(Cl)c1 | ? | · | -8% | ? | · | 3% | · | -8%
CC(C)CN1CCc2nc(Nc3ccc(F)cc3F)ncc2C1 | 6% | · | 0% | -2% | · | -2% | · | -8%
c1coc(Cn2c(-c3ccco3)nc3ccccc32)c1 | -4% | ? | 0% | -7% | -16% | -16% | -4% | -16%
Cc1ccc(C(=O)OCC(=O)Nc2ncc(C(F)(F)F)cc2Cl)cc1NC(=O)c1ccco1 | -1% | 1% | -1% | -15% | · | -13% | -7% | -14%

Quoted at random: 2 compounds from above, in no set order.
Compound | Tau FP inhib | ALDH1A1 block | TexasRed fluor | Tau fluor counter | L3MBTL1 block | TRb SRC2 PPI | GLA spleen mod | Tau ThT inhib
COCCNC(=O)Cc1ccc(Br)cc1 | -1% | -8% | 1% | 12% | 34%[activator] | -12% | ? | 20%
O=C(N/N=C/c1cccnc1)c1ccc(CN2c3cccc4cccc(c34)S2(=O)=O)cc1 | -13% | ? | -2% | ? | 2% | 7% | 3% | -12%

Not a hit list (roughly 8.5% active in at least one column).
